RNase H inhibition: RNase H inhibition, HIV 1 Gag Pol polyprotein, FRET biochemical assay, screening (AID 372); HIV-1 RT RNase H, FRET RNA/DNA substrate fluorescence; higher % means a stronger effect; one-dose inhibition, % at 10 µM; IC50 in µM for titrated hits; 0.77% of 100,000 active; in the data active = inhibition above about 50%
Active calls of the source: *. Some of the compounds tested, so the mix of outcomes need not match the whole.

SMILES	RNase H inhibition
Cc1ccccc1NC(=O)c1c(F)c(F)c(F)c(F)c1F	7%
COc1cc(/C=C(\C#N)c2nc3ccc(C)cc3[nH]2)cc(OC)c1OC(C)=O	24%
CN1CCN(C(=O)/C(=C/c2cccc3ccccc23)NC(=O)c2ccccc2)CC1	0%
Cc1c(O)ccc2c(-c3ccccc3)cc(=O)oc12	5%
Cc1nnc(C)n1/N=C/c1ccc(Br)cc1	7%
CC(C)(C)C1CCc2c(sc(NC(=O)C3CC3c3ccccc3)c2C(N)=O)C1 (centres undefined)	48%
Oc1ccc2ccccc2c1/C=N/c1nc2ccccc2[nH]1	5%
CC(=O)Nc1nc(-c2ccc(NC(=O)c3ccccc3)cc2)cs1	7%
O=C(CCCOc1ccc(Cl)cc1Cl)n1cnc2ccccc21	4%
Cc1ccc(N2C(=O)NC(=O)/C(=C\c3ccc(N(C)C)c(Br)c3)C2=O)cc1C	21%
O=C(c1ccc([N+](=O)[O-])cc1)N1CCN(Cc2c[nH]c3ccccc23)CC1	8%
Cc1ccc(N2NC(=O)/C(=C/c3ccc(C)c([N+](=O)[O-])c3)C2=O)cc1	10%
COc1cc(CN2CCN(C(=O)c3cccnc3)CC2)cc(OC)c1OC	10%
CCCC(C)NC(=O)c1ccccc1F (centres undefined)	5%
CC(=O)C1=C(O)C(=O)N(CCN2CCNCC2)C1c1ccc(Cl)cc1 (centres undefined)	0%
COc1ccc2ccccc2c1/C=N/NC(=O)c1ccccc1C	13%
Cc1cccc(N2C(=O)NC(=O)/C(=C\c3cccn3-c3ccc(Br)cc3)C2=O)c1	27%
COc1cc(/C=C(\C#N)C(=O)Nc2ccc(F)cc2)c([N+](=O)[O-])cc1OC	3%
COC(=O)C1=C(C)N(c2ccc(C)c(C)c2)/C(=C/c2cccs2)C1=O	11%
COc1cccc(C=C2C(=O)NC(=S)NC2=O)c1OCC#N	2%
COc1ccc(C(=O)CSc2ncnc3sc(C)c(C)c23)cc1	15%
COC(=O)c1ccccc1NC(=O)/C=C/c1ccc(OCc2ccc(Cl)cc2)c(OC)c1	20%
CCOc1ccc(C(=O)Nc2cccc3nsnc23)cc1Cl	11%
CCOC(=O)C1=C(C)NC2=C(C(=O)CC(c3ccc(Cl)cc3)C2)C1c1cc(OC)ccc1OC (centres undefined)	9%
CC1=C(C(=O)OCc2ccccc2)C(c2ccc(C)s2)C2=C(CCCC2=O)N1 (centres undefined)	10%

Molecules above that contain a cyano group, in the order listed:
SMILES	RNase H inhibition
COc1cc(/C=C(\C#N)c2nc3ccc(C)cc3[nH]2)cc(OC)c1OC(C)=O	24%
COc1cc(/C=C(\C#N)C(=O)Nc2ccc(F)cc2)c([N+](=O)[O-])cc1OC	3%
COc1cccc(C=C2C(=O)NC(=S)NC2=O)c1OCC#N	2%

(list continues)
SMILES	RNase H inhibition
CCOC(=O)C1=C(C)N=C2SCC(=O)N2C1c1cc(OC)ccc1OC (centres undefined)	6%
NC(=O)/C(=C\c1ccc2c(c1)OCO2)NC(=O)c1ccco1	25%
O=C1C(=O)N(c2ccccn2)C(c2ccc(Br)cc2)/C1=C(\O)c1ccc(Cl)cc1 (centres undefined)	0%
O=C(c1ccco1)N1CCN(Cc2ccc(Cl)cc2)CC1	10%
Cc1[nH]n(-c2ccccc2)c(=O)c1C=Nc1ccc(S(=O)(=O)Nc2ccc(Br)cc2)cc1	11%
CCOCCOC(=O)c1cccc(NC(=O)c2ccc(-c3ccccc3)cc2)c1	5%
CCCCCCCCOc1cnc(-c2ccc(CCCCCC)cc2)nc1	5%
COc1ccc2c(c1OC)C(=O)OC2Nc1ccc(F)c(Cl)c1 (centres undefined)	0%
CCOC(=O)/C(C#N)=N/Nc1ccc(Cl)c(C(N)=O)c1	5%
O=C(/C=C/c1ccco1)NC(=S)Nc1cccc([N+](=O)[O-])c1	9%
O=Cc1cn(-c2ccccc2)nc1-c1ccccc1	4%
COc1ccccc1N1CCN(/N=C/c2ccccc2C(=O)O)CC1	7%
COc1ccc(/C=C2/C(=O)NC(=O)N(c3ccccc3F)C2=O)c(OC)c1	16%
COc1ccc(/C=C/C(=O)NC(=S)Nc2ccccc2Cl)cc1OC	15%
Cc1ccc(OCCn2cc(/C=c3\sc4nc5ccccc5n4c3=O)c3ccccc32)cc1	22%
Cc1ccc(S(=O)(=O)N/N=C/c2cccc(OS(=O)(=O)c3cccc([N+](=O)[O-])c3)c2)cc1	17%
N=C1/C(=C/c2ccccc2OS(=O)(=O)c2ccccc2)C(=O)N=C2SC(c3ccccc3)=NN12	10%
O=C(NNC(=O)c1cc(O)c(O)c(O)c1)NC1CCCCC1	41%
O=C(O)CCN1C(=O)/C(=C/c2ccc(Cl)c([N+](=O)[O-])c2)SC1=S	6%
Cc1cc(OCC(=O)NCc2ccncc2)ccc1Br	14%
CCOC(=O)C1=C(O)/C(=C\c2ccc(Cl)cc2Cl)N=C1C	11%
CCNC(=S)Nc1ccccc1Cl	0%
Cc1cccc(N2C(=O)NC(=O)/C(=C/c3ccc(Br)o3)C2=O)c1	6%
Cc1ccc(OCCn2c(=S)[nH]c3ccccc32)cc1	61%*
C[n+]1ccccc1C(=O)/C=C/C=C(Cl)Cl	14%

A few values from above:
RNase H inhibition, `Cc1ccc(N2NC(=O)/C(=C/c3ccc(C)c([N+](=O)[O-])c3)C2=O)cc1` : 10%
RNase H inhibition, `Cc1cccc(N2C(=O)NC(=O)/C(=C\c3cccn3-c3ccc(Br)cc3)C2=O)c1` : 27%
RNase H inhibition, `COc1cccc(C=C2C(=O)NC(=S)NC2=O)c1OCC#N` : 2%
RNase H inhibition, `O=C(CCCOc1ccc(Cl)cc1Cl)n1cnc2ccccc21` : 4%
RNase H inhibition, `O=Cc1cn(-c2ccccc2)nc1-c1ccccc1` : 4%

Continuation.
SMILES	RNase H inhibition
COc1ccc2c(C=Nc3c(C)n(C)n(-c4ccccc4)c3=O)c(O)n(-c3ccccc3C(F)(F)F)c(=O)c2c1	8%
Cc1cccc(N2CCN(S(=O)(=O)c3ccccc3)CC2)c1	5%
Cc1sc(NC(=O)c2cc(-c3ccccc3)nc3ccccc23)c(C#N)c1C	15%
CCc1cc2c(-c3ccccc3)cc(=O)oc2cc1OC(C)C(=O)O (centres undefined)	9%
c1ccc2cc(OCCCCCN3CCCC3)ccc2c1	0%
COc1cccc(C(=O)Nc2ccccc2CO)c1	6%
COc1ccc(-n2nc3cc(C)c(NC(=O)c4cc(Cl)ccc4Cl)cc3n2)cc1	35%
C1CCC(N2CCC(N3CCCCC3)CC2)CC1	2%
COC(C(=O)N1N=C(c2c(-c3ccccc3)c3cc(Cl)ccc3[nH]c2=O)CC1c1ccccc1)c1ccccc1 (centres undefined)	22%
CCC(Oc1ccccc1)C(=O)Nc1ccc(C)c([N+](=O)[O-])c1 (centres undefined)	9%
O=C(Cn1c(NCCO)nc2ccccc21)c1ccc(Cl)c(Cl)c1	6%
CCOc1cccc(/C=N/NC(=O)c2cc(-c3cccc4ccccc34)n[nH]2)c1O	13%
Cc1ccc(C)c(N2C(=O)c3ccc(C(=O)OC(C)C(=O)c4ccccc4)cc3C2=O)c1 (centres undefined)	6%
CCOC(=O)/C(C#N)=C1\C(Cl)=C(Cl)c2ccccc21	11%
CCOc1cc(C(=O)Nc2ccc(C(=O)OC)cc2)cc(OCC)c1OCC	1%
COc1ccc(C(=O)Nc2ccc3nn(-c4ccc(F)cc4)nc3c2)cc1	0%
CCc1c(C)nc2cc(-c3cccc(F)c3)[nH]n2c1=O	19%
CCOC(=O)C1=C(C)N=c2s/c(=C\c3ccc(N(C)C)cc3)c(=O)n2C1/C=C/c1ccccc1 (centres undefined)	14%
COc1ccc(NC(=O)C2CC3CCC2C3)cc1OC (centres undefined)	10%
O=C(/C=C/c1ccc2c(c1)OCO2)Nc1cccc(C(F)(F)F)c1	15%
CCCOc1ccc(/C=N/N2CCN(Cc3ccc(C)cc3)CC2)cc1	2%
CCCCCOC(=O)C1=C(C)NC2=C(C(=O)CCC2)C1c1ccc(OC)c(OC)c1OC (centres undefined)	14%
CC(=O)c1cccc(NC(=O)Nc2ccccc2C)c1	2%
CC(C)CC(=O)N1c2ccccc2NC2=C(C(=O)CC(C)(C)C2)C1c1cccs1 (centres undefined)	0%
COc1ccc(CNC(=O)CSCc2cccc(Br)c2)cc1	0%

The list goes on.
SMILES	RNase H inhibition
CCc1cc([N+](=O)[O-])c(O)c(C(C)(C)C)c1	7%
CCOC(=O)c1c(NC(=O)CSc2ncnc3sc4c(c23)CCCC4)sc2c1CCCC2	5%
NC(=O)/C(=C\c1ccc(Br)cc1)NC(=O)c1ccc(Br)o1	8%
O=C1S/C(=C/C=C/c2ccccc2)C(=O)N1c1ccccc1	22%
O=C1C(=O)N(c2cccc(Cl)c2)C(c2ccc(F)cc2)/C1=C(\O)c1ccccc1 (centres undefined)	0%
CC(C)(C#N)OC(=O)Nc1cccc(Cl)c1	0%
COc1ccc(/C=N/NC(=O)C(=O)Nc2ccc(Cl)cc2)cc1OC	3%
Cc1cccc(N2C(=O)NC(=O)/C(=C\c3ccc(OCC(=O)O)c(Cl)c3)C2=O)c1	11%
Cc1cc(N/C=C/C(=O)c2ccc(Cl)s2)no1	0%
CCOc1ccc(-c2cc(C)n3nc(C(=O)Nc4cccc(O)c4)cc3n2)cc1	11%
CC1=C(C(=O)Nc2ccccc2)C(c2ccc(Cl)cc2)N2C(=O)CSC2=N1 (centres undefined)	6%
CCN=C(NCC)SC1CC(=O)N(c2ccc(Cl)c(Cl)c2)C1=O (centres undefined)	4%
Cc1ccc(NC(=O)c2sc3ccccc3c2Cl)c([N+](=O)[O-])c1	5%
O=C1c2ccccc2C(=O)N1CC(=O)N1c2ccccc2CCc2ccccc21	2%
O=C1NC(=O)N(c2ccc(Br)cc2)C(=O)/C1=C\c1ccc(-c2ccc([N+](=O)[O-])cc2)o1	9%
CCN(CC)c1ccc(/C=C2/SC(=S)N(NC(=O)c3ccc(Cl)cc3)C2=O)cc1	12%
CCOC(=O)c1c(NC(=O)CC)sc2c1CCC/C2=N/OC(C)=O	12%
O=C1CC(N2CCN(c3ccccn3)CC2)C(=O)N1c1cccc2ccccc12 (centres undefined)	1%
O=C(c1cc2ccccc2oc1=O)N1CCN(C(c2ccccc2)c2ccccc2)CC1	15%
COc1cc(NC(=O)c2cccs2)c(OC)cc1NC(C)=O	12%
O=C(CC1Sc2ccccc2NC1=O)Nc1ccc(N2CCOCC2)cc1 (centres undefined)	6%
Cc1ccsc1/C=C(\C#N)C(=O)NCc1ccco1	16%
O=S(=O)(NCCOCc1ccccc1)c1ccccc1	0%
Cc1ccccc1C(=O)NC(=S)Nc1ccc(Br)cc1	1%
C=CCN(CC=C)C(=O)c1c(OC)cccc1OC	3%

Among those listed so far, seven contain a furan ring, fused or not.
SMILES	RNase H inhibition
NC(=O)/C(=C\c1ccc2c(c1)OCO2)NC(=O)c1ccco1	25%
O=C(c1ccco1)N1CCN(Cc2ccc(Cl)cc2)CC1	10%
O=C(/C=C/c1ccco1)NC(=S)Nc1cccc([N+](=O)[O-])c1	9%
Cc1cccc(N2C(=O)NC(=O)/C(=C/c3ccc(Br)o3)C2=O)c1	6%
NC(=O)/C(=C\c1ccc(Br)cc1)NC(=O)c1ccc(Br)o1	8%
O=C1NC(=O)N(c2ccc(Br)cc2)C(=O)/C1=C\c1ccc(-c2ccc([N+](=O)[O-])cc2)o1	9%
Cc1ccsc1/C=C(\C#N)C(=O)NCc1ccco1	16%

Six compounds from above, arranged by heavy-atom count, falling:
SMILES	RNase H inhibition
N=C1/C(=C/c2ccccc2OS(=O)(=O)c2ccccc2)C(=O)N=C2SC(c3ccccc3)=NN12	10%
CCCOc1ccc(/C=N/N2CCN(Cc3ccc(C)cc3)CC2)cc1	2%
Cc1ccc(N2NC(=O)/C(=C/c3ccc(C)c([N+](=O)[O-])c3)C2=O)cc1	10%
COc1ccc(CNC(=O)CSCc2cccc(Br)c2)cc1	0%
c1ccc2cc(OCCCCCN3CCCC3)ccc2c1	0%
CC(C)(C#N)OC(=O)Nc1cccc(Cl)c1	0%

(cont.)
SMILES	RNase H inhibition
COc1ccc(C2C3=C(CC(C)(C)CC3=O)Nc3ccccc3N2C(=O)C(F)(F)F)cc1 (centres undefined)	3%
COc1cc2nc(-c3cccc(C)c3)oc(=O)c2cc1OC	8%
CC(C)(C)c1ccc(C(=O)N2CCOCC2)cc1	1%
O=C1CC(Sc2ncn[nH]2)C(=O)N1c1cc(Cl)ccc1Cl (centres undefined)	1%
CCOC(=O)C(CCCCOc1ccccc1F)C(=O)OCC	2%
Cc1ccc(-n2c(SCCc3ccccc3)nc3sc4c(c3c2=O)CC(C)(C)OC4)cc1	0%
O=C1NN(c2ccc(Cl)c(Cl)c2)C(=O)/C1=C/c1ccc(Cl)cc1Cl	30%
O=C(Nc1ccccc1C(=O)Nc1ccccc1I)c1ccccc1	10%
O=Cc1ccc(-c2ccc(OC(F)(F)F)cc2)o1	7%
COc1cccc(C(=O)N2CCN(Cc3ccccc3OC)CC2)c1	6%
Cc1cc(C)cc(NC(=O)c2cc(-c3cccc(Br)c3)nc3ccccc23)c1	8%
N/C(=N\OC(=O)c1cccc(Cl)c1)c1ccc(Cl)cc1	14%
Cc1ccc(S(=O)(=O)Nc2ccc(Oc3ccc(C)c(C)c3)cc2)cc1	23%
COCCOC(=O)C1=C(C)NC2=C(C(=O)CC(c3ccccc3)C2)C1c1ccc([N+](=O)[O-])cc1 (centres undefined)	9%
O=C(COC(=O)c1ccc(C#CC2(O)CCCCC2)cc1)c1ccc(Br)cc1	16%
COc1ccc(N(CC(=O)NCC2CCCO2)S(=O)(=O)c2ccc(C)cc2)cc1 (centres undefined)	0%
COc1cc(C2Nc3ccccc3NC3=C2C(=O)CC(C)(C)C3)cc(I)c1O (centres undefined)	2%
Cc1ccc(/C(O)=C2\C(=O)C(=O)N(CCCC(=O)O)C2c2cccc([N+](=O)[O-])c2)cc1 (centres undefined)	7%
O=C(O)c1ccc(S(=O)(=O)c2ccc3c(c2)C(=O)N(Cc2cccnc2)C3=O)cc1	4%
COC(=O)C1=C(C)N(C)C(=O)NC1c1cccc(OC)c1 (centres undefined)	9%
CCN1C(=O)/C(=C\c2ccccc2OS(=O)(=O)c2ccc(C)cc2)SC1=S	11%
COC(=O)C1=C(C)NC(=O)NC1c1cccc(Cl)c1Cl (centres undefined)	0%
COc1ccc(NS(=O)(=O)c2c(C)cc(C)c([N+](=O)[O-])c2C)cc1	3%
O=C1C2CC=CCC2C(=O)N1c1ccc([N+](=O)[O-])cc1 (centres undefined)	0%
CCN(CC)CCCNC(=O)c1nn2c(C(F)(F)F)cc(-c3ccco3)nc2c1Cl	18%
CC(=O)/C=C/c1cccc[n+]1C	2%

Screens deposited in PubChem by MTDP.
